# ATXN2 expr inh – reduces ATXN2 reporter expression in HEK-293 cells | 360,000 tested, 0.72% active | HEK-293 ATXN2-luciferase reporter, luminescence, 24 h | Potency, µM (series often up to 57 µM), without a hit: top-dose activity change, negative = inhibition, most hits filed as inhibitors; also: potency is read from the fitted curve at half-maximal effect; % is scaled to controls: 0 for no effect and ±100 for the full control effect; nearly all actives have a fitted effect of over 55% in size
#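 qHTS (up to 57 uM final) was run with 24 h compound exposure of reporter cells at 37 °C. Each well was multiplexed: SteadyGlo luminescence measured ATXN2-luciferase expression after a fluorogenic Gly-Phe-AFC viability readout (25 uM final).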
# TGFb SMAD3 inh – blocks TGF-b signaling. AID 588855. Potency, µM (titrated, usually from 46.1 µM), inactives show top-dose activity, negative = inhibition, most hits filed as inhibitors. HepG2 CAGA-GFP TGF-b/SMAD3 reporter, GFP fluorescence, 18 h; TGF-beta stimulated, 500 pg/mL final. 410,000 tested, 1.2% active; also: potency is read from the fitted curve at half-maximal effect; % is scaled to controls: 0 for no effect and ±100 for the full control effect; nearly all actives have a fitted effect of over 65% in size
#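 GFP signal (ex488/em500-530) from TGF-beta-stimulated HEPG2 CAGA-GFP cells, 500 pg/mL final, 18 h at 37 degrees C in DMEM plus 1% FBS, normalized to unstimulated and DMSO-stimulated controls.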
# HepG2 viability – HepG2 cytotoxicity, counter-screen for TGF-b inhibitors. HepG2 CAGA-GFP viability, ATP luminescence, 18 h. Potency, µM (doses to about 46.1 µM), for the others: at the highest dose activity change, negative = cytotoxicity, actives largely listed as cytotoxic. 410,000 tested, 0.76% active. AID 588856; also: potency is read from the fitted curve at half-maximal effect; some results filed as inactive show a strong effect at the top dose
#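 HepG2 CAGA-GFP cells (1000/well, DMEM with 1% FBS) received compound, then TGF-beta at 500 pg/mL final, and were incubated 18 hours at 37 degrees C. Viability was read by CellTiter-Glo luminescence. Media-only wells were set as complete cell-killing and DMSO as no toxicity.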
# IL-1B inflam inh – blocks inflammasome-driven IL-1 beta release. THP-1 LPS/ATP IL-1B secretion, AlphaLISA, 16 h; stronger effect = lower value. activity change, % at 57.5 µM. 360,000 tested, 4.7% active. AID 743279; in the data active = activity change below about -50%; inconclusive = mostly about -30% to -49%; also: % is scaled to controls: 0 for no effect and ±100 for the full control effect
#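 Secreted IL-1B measured by AlphaLISA bead assay after 16 h compound exposure of THP-1 cells; compounds (final up to 57.5 uM) added 1 h before LPS (250 ng/mL) and ATP (1.25 mM) stimulation; lower signal means less secretion.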
# S2 tox – cell viability loss in ATXN counter-screen. 400,000 tested, 0.49% active. Potency, µM (doses to about 56.7 µM), hits mostly cytotoxic. S2 cells (HEK-293 line with an ATXN2-luciferase reporter) viability, CellTiter-Fluor protease fluorescence, 24 h; also: potency is read from the fitted curve at half-maximal effect; nearly all actives have a fitted effect of over 40% in size
# Nrf2 inh – inhibitors of Nrf2 signaling | A549 ARE-Fluc reporter, luciferase luminescence, 18-24 h | Potency, µM (series often up to 46 µM), without a hit: at the highest dose activity change, negative = inhibition, usual class: inhibitors | 360,000 tested, 2.1% active | AID 504444; also: potency is read from the fitted curve at half-maximal effect; % is scaled to controls: 0 for no effect and ±100 for the full control effect; nearly all actives have a fitted effect of over 60% in size
#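 Nrf2 function is reported as luminescence of an ARE-controlled luciferase in A549 cells. Compounds were tested at several concentrations, and a CellTiter-Fluor read on the same wells flagged cytotoxicity.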
# MCF10A rereplic – DNA re-replication induction in MCF 10a cells. 350,000 tested, 2.9% active. MCF 10A DNA re-replication, Hoechst nuclear intensity, 48 h. Potency, µM (doses to about 46.1 µM), inactives show at the highest dose activity, positive = re-replication, usual class: activators; also: potency is read from the fitted curve at half-maximal effect; % of control where 0% means no effect; nearly all actives have a fitted effect of over 50% in size
# A549 tox – counter-screen for Nrf2 inhibitors: cytotoxicity in A549 cells; A549 ARE-Fluc cells, CellTiter-Fluor viability, 18-24 h; Potency, µM (series often up to 46 µM), without a hit: at the top dose activity change, negative = cytotoxicity, most hits filed as inhibitors; 390,000 tested, 0.16% active; also: potency is read from the fitted curve at half-maximal effect; % is scaled to controls: 0 for no effect and ±100 for the full control effect
#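 A549 ARE_Fluc cells in 5% FBS OPTI-MEM were exposed to compounds in concentration-response for 18-24 h at 37 deg C. Viability was read by CellTiter-Fluor fluorescence (Ex 405/Em 525) after 30 min, before the luciferase read.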
# Nrf2 ARE act – activators of Nrf2 (ARE) signaling; AID 624171; Potency, µM (series often up to 46.1 µM), inactives show at the highest dose activation, actives largely listed as activators; 410,000 tested, 0.31% active; AREc32 ARE-luciferase reporter (MCF7-derived line), luminescence, 24 h; also: potency is read from the fitted curve at half-maximal effect; % of control where 0% means no effect; nearly all actives have a fitted effect of over 65% in size
#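 AREc32 cells carrying an ARE-driven firefly luciferase, 1000 cells/well in OPTI-MEM with 5% FBS, dosed after overnight attachment and incubated 24 hr at 37 deg C. Steady-Glo luminescence read after 30 min at RT.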
# An asterisk follows results filed as active; i = inactive; u = inconclusive; x = not tested or not shown; & = joins results of further samples; [ ] = remark or other dose. Unless noted, calls follow the shape of the dose curve; as a rule, active = well fitted curve in the direction sought with a large enough effect; inconclusive = small, poorly fitted or top-dose-only effect, or another doubt; inactive = no such curve, though single readings can be large; an effect the other way counts as inactive or inconclusive.
structure	ATXN2 expr inh	TGFb SMAD3 inh	HepG2 viability	IL-1B inflam inh	S2 tox	Nrf2 inh	MCF10A rereplic	A549 tox	Nrf2 ARE act
C[C@H](CO)N1C[C@H](C)[C@@H](CN(C)S(=O)(=O)c2cn(C)cn2)Oc2c(NC(=O)Nc3ccc4c(c3)OCO4)cccc2C1=O	6.5%	6.2%	3.1%	-8.6	i	-5.0%	-2.9%	-3.5%	-0.7%
CC1=CC(c2ccccc2)=Nc2ccc(C)cc2N1	x	15.6%	-27.6%	0.7	i	u	-1.9%	u	3.2%
CC(=O)Nc1ccc(CN(C)c2c(C)nc3ccc(C(=O)N4CCN(C(C)=O)CC4)cn23)cc1	7.8%	9.5%	-36.5%	9.5	u	x	x	x	-0.3%
Clc1ccccc1-c1nnc(CNC2CC2)o1	18.3%	15.4%	12.5%	-28.7	i	31.2%	-17.7%	2.1%	-0.6%
Clc1ccc(-c2ccnc3nc(N4CCOCC4)nn23)c(Cl)c1	3.3%	-1.3%	-28.3%	11.8	i	-16.8%	-8.0%	-0.2%	-0.1%
Cc1cccc2c(-c3ccccc3)cc(=O)[nH]c12	2.1%	-34.1%	-28.7%	-20.2	i	-13.9%	-1.1%	-3.3%	-0.4%
CCCCCOC(=O)CC(C(=O)OCCCCC)N1CCCCC1 (stereo unspecified)	-0.3%	8.3%	-25.4%	24.0	i	15.7%	u	14.4%	-0.2%
O=c1oc(-c2cccs2)nc2c1cnn2-c1ccccc1	-9.4%	0.3%	-18.7%	-5.8	i	x	u	5.6%	-1.3%
O=C(CCNC(=O)c1ccc(Br)cc1)Nc1ccc(S(=O)(=O)N2CCCCC2)cc1	-3.6%	-2.8%	-15.7%	-3.4	i	-7.6%	-0.7%	2.4%	-0.2%
Cc1cccc(NC(=O)CSc2n[nH]c(-c3cccnc3)n2)c1	-11.9%	1.1%	7.6%	20.6	i	-18.5%	2.1%	1.0%	0.3%

structure	ATXN2 expr inh	TGFb SMAD3 inh	HepG2 viability	IL-1B inflam inh	S2 tox	Nrf2 inh	MCF10A rereplic	A549 tox	Nrf2 ARE act
COc1cc(/C=N/Nc2nc(C)cc(=O)[nH]2)ccc1O	4.8%	3.0%	25.3%	-1.7	i	3.3%	0.7%	0.7%	1.0%
COc1ccc(C)cc1N(CC(=O)Nc1ccc2c(c1)OCCO2)S(C)(=O)=O	x	12.3%	-3.7%	-14.9	i	u	2.9%	0.0%	2.8%
Cc1nonc1NC(=O)c1oc2ccc(F)cc2c1C	x	0.3%	1.8%	23.9	i	-1.3%	9.1%	-23.2%	2.8%
Cc1c(C(=O)Nc2ccc(F)c(Cl)c2)oc2ccc(S(=O)(=O)N(C)C3CCCCC3)cc12	x	u	2.5%	x	x	x	x	-1.4%	0.0%
Cc1cccc(N2CCN(S(=O)(=O)c3ccc4c(c3)CC(C)N4C(=O)C3CC3)CC2)c1C (stereo unspecified)	x	u	-32.6%	-3.6	i	2.8%	3.5%	-3.3%	0.3%
Cc1ccc(C)c(Cn2c3ccccc3c3cnn(CC(=O)NC(C)c4ccccc4)c(=O)c32)c1 (stereo unspecified)	-11.1%	-22.8%	-18.8%	x	i	-7.7%	x	7.4%	-0.7%
Cc1cc(NCc2cccnc2)no1	0.8%	8.7%	-13.1%	3.6	i	-17.0%	-0.2%	9.6%	0.0%
CNC(=O)Cn1c(=O)c2cccn2c2ccc(F)cc21	x	-13.5%	-23.2%	x	x	-7.0%	x	9.6%	-0.4%
CCOc1ccccc1CN1CCc2nc(Nc3ccc4c(c3)OCCO4)ncc2C1	-16.0%	-3.9%	-26.9%	x	u	x	x	0.8%	4.2%
CCOC(=O)C1Nc2ccc(OC(F)(F)F)cc2C2C=CCC12 (stereo unspecified)	-7.9%	-15.7%	-11.1%	-13.8	i	-8.7%	21.6%	-0.7%	2.6%

# Structures from the list above with an aryl methoxy group, in the order listed:
structure	ATXN2 expr inh	TGFb SMAD3 inh	HepG2 viability	IL-1B inflam inh	S2 tox	Nrf2 inh	MCF10A rereplic	A549 tox	Nrf2 ARE act
COc1cc(/C=N/Nc2nc(C)cc(=O)[nH]2)ccc1O	4.8%	3.0%	25.3%	-1.7	i	3.3%	0.7%	0.7%	1.0%
COc1ccc(C)cc1N(CC(=O)Nc1ccc2c(c1)OCCO2)S(C)(=O)=O	x	12.3%	-3.7%	-14.9	i	u	2.9%	0.0%	2.8%

# (listing goes on)
structure	ATXN2 expr inh	TGFb SMAD3 inh	HepG2 viability	IL-1B inflam inh	S2 tox	Nrf2 inh	MCF10A rereplic	A549 tox	Nrf2 ARE act
O=C(O)c1ccc(N/N=C2/CCSc3ccc(F)cc32)cc1	84.8%[activator]	12.6%	9.1%	3.4	i	u	2.1%	0.9%	4.3%
CCOc1ccc(-n2nnnc2SCC(=O)Nc2ccc(NC(C)=O)cc2)cc1	-18.3%	3.3%	5.9%	49.8	i	-0.9%	-11.8%	-1.0%	-0.8%
O=c1cc(O)n(-c2ccc(F)cc2)c(=S)[nH]1	2.5%	u	-38.8%	6.3	i	-22.1%	-1.3%	-1.2%	2.1%
O=C(CSc1nnc2ccccn12)NNC(=O)c1ccccc1	0.0%	-5.1%	3.8%	20.5	i	12.3%	u	-2.2%	0.2%
CC1CCc2nn(CC(=O)NC3CCCC3)cc2C1 (stereo unspecified)	14.6%	0.5%	-9.2%	5.6	i	8.3%	17.0%	-6.3%	0.3%
CCOc1ccc(C(=S)N2CCOCC2)cc1	-13.4%	5.9%	-23.7%	-5.6	i	-16.0%	16.3%	4.5%	-0.5%
CCCn1c(=O)c2ccccc2n2c(SCC(N)=O)nnc12	-4.5%	-1.6%	-4.9%	-11.2	i	9.9%	0.2%	-1.3%	-0.2%
COc1ccc(OC)c(/C=N/n2c(-c3n[nH]c4c3CCC4)n[nH]c2=S)c1	-16.5%	-14.6%	0.1%	27.1	i	-2.9%	6.0%	7.1%	-0.1%
Cc1nc(-c2ccc(C(=O)NCCO)cc2)cs1	8.4%	3.5%	0.3%	-13.2	i	10.3%	-3.0%	-0.5%	3.9%
COC(=O)C1CCN(C(=O)COC(=O)c2cc(-c3ccccc3)nc3ccc(OC)cc23)CC1	-33.1%	-14.7%	0.5%	-26.2	u	-17.7%	4.2%	3.2%	-1.7%

# Ordered by heavy-atom count (rising): part of the list above.
structure	ATXN2 expr inh	TGFb SMAD3 inh	HepG2 viability	IL-1B inflam inh	S2 tox	Nrf2 inh	MCF10A rereplic	A549 tox	Nrf2 ARE act
O=c1cc(O)n(-c2ccc(F)cc2)c(=S)[nH]1	2.5%	u	-38.8%	6.3	i	-22.1%	-1.3%	-1.2%	2.1%
CCOc1ccc(C(=S)N2CCOCC2)cc1	-13.4%	5.9%	-23.7%	-5.6	i	-16.0%	16.3%	4.5%	-0.5%
O=C(CSc1nnc2ccccn12)NNC(=O)c1ccccc1	0.0%	-5.1%	3.8%	20.5	i	12.3%	u	-2.2%	0.2%

# Additional structures follow:
structure	ATXN2 expr inh	TGFb SMAD3 inh	HepG2 viability	IL-1B inflam inh	S2 tox	Nrf2 inh	MCF10A rereplic	A549 tox	Nrf2 ARE act
O=C(CSc1nnc(CNC(=O)c2cccs2)o1)Nc1ccc2c(c1)OCO2	2.0%	-0.1%	-14.0%	-17.0	i	10.1%	u	6.3%	0.2%
CCCCN(CC)CCCNC(=S)Nc1ccc2nc(N3CCN(C)CC3)cc(C)c2c1	-30.2%	-0.9%	-18.9%	-54.0*	u	5.9%	3.9%	-3.6%	4.8%
Cc1cc2c(cc1C)NC(CC(=O)Nc1cccc(C)c1C)C(=O)N2 (stereo unspecified)	-28.6%	-27.4%	-28.0%	x	u	11.4%	x	1.0%	11.7%
CCCCN(C(=O)C1CCN(C(=O)c2ccccc2C)CC1)c1c(N)n(CCC)c(=O)[nH]c1=O	0.0%	-5.0%	-10.3%	-6.4	i	16.6%	-0.7%	14.7%	1.7%
COC(=O)c1ccccc1NS(=O)(=O)c1cn(C)c(=O)n(C)c1=O	-8.9%	2.4%	3.8%	16.9	i	u	-0.1%	1.1%	-0.1%
Cn1c(=O)c(NC2CCCCC2)c2c3c(cccc31)C(=O)c1ccccc1-2	-6.9%	230.2%[activator]	-19.1%	-66.4*	x	-17.1%	3.66µM*	23.6%	-0.5%[9.22 µM]
Cc1cc2nc3c(=O)n(C)c(=O)n(C)c3nc2cc1N=CN(C)C	4.4%	33.7%[activator]	-28.3%	x	i	19.8%	x	3.3%	-0.5%
COc1ccc(OC)c(CNC(=O)c2nn(C)c3c2CS(=O)(=O)c2ccccc2-3)c1	-2.3%&-0.1%	8.8%&4.1%	1.9%&-5.2%	-1.8	i	-14.6%&24.6%	1.3%	5.9%&2.4%	0.5%&-0.6%
CCCN(CCC)S(=O)(=O)c1ccc(NC(=O)COc2ccccc2)cc1	-3.0%	-1.4%	-3.7%	-12.3	i	u	-3.8%	-12.0%	-0.3%
O=CNc1ccc2c(c1)Cc1cc([N+](=O)[O-])ccc1-2	1.3%	-1.4%	-20.8%	-54.7*	i	-10.9%	u	-16.8%	5.3%

structure	ATXN2 expr inh	TGFb SMAD3 inh	HepG2 viability	IL-1B inflam inh	S2 tox	Nrf2 inh	MCF10A rereplic	A549 tox	Nrf2 ARE act
Cc1ccc(C(=O)Nc2cccc(S(=O)(=O)N3CCOCC3)c2)cc1[N+](=O)[O-]	8.3%	-1.0%	7.5%	-4.3	i	-20.7%	9.5%	-0.8%	-0.5%
COCc1cc(C)nc(SCC(=O)Nc2cc3c(cc2C#N)OCO3)c1C#N	-10.6%	4.9%	-10.0%	27.7	i	-20.9%	19.2%	-8.3%	0.5%
COc1cccc(-c2ncc3ccccc3c2COC(=O)c2ccc(C(F)(F)F)cc2)c1	-7.3%	-6.5%	-21.7%	-10.1	i	u	-4.9%	0.8%	4.9%
O=C(NC1CCCCC1)N1CCN(c2ncccn2)CC1	3.7%	13.1%	2.7%	20.6	i	4.4%	1.3%	-2.1%	0.0%

# Bioassay records as filed in PubChem BioAssay.

# Hits appear at their usual frequency; overall some 8.8% were active at least once.
